Source: PubChem BioAssay
HUVEC tox IL1B: HUVEC cytotoxicity counter-screen, IL-1B stimulated. HUVEC cell count loss, Hoechst imaging. cell count reduction, % at 2 µM. 94,000 compounds, 0.41% hits. AID 845;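 active = cell count reduction more than 3 SD above the screen-wide mean, cut at about 70% in these data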;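 note: normalized per plate to untreated control cells as the no-loss baseline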
TNFa cytotox: HUVEC cytotoxicity counter-screen, TNF alpha stimulated; HUVEC TNFalpha-stimulated, Hoechst cell count, imaging; 93,000 compounds, 0.17% hits; cell count reduction, % at 2 µM;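 active = cell count reduction exceeding the screen mean by over 5 SD, scaled to untreated wells per plate, cut at about 78% in these data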;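 note: cells counted after 24 h of TNF alpha exposure following the 1 h pretreatment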
CYP2C9 act: CYP2C9 (human) activation; activation factor at 5 µM; 96,000 compounds, 1.4% hits; recombinant CYP2C9, luciferin-H conversion, luminescence; stronger effect = higher value; factor 1 = untreated enzyme, 0 = blocked; P11712;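 active = activation factor of 2 or more for CYP2C9 at a 5 µM dose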;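 note: 0 = sulfaphenazole-blocked wells and 1 = vehicle-only wells; values of inactives mirror those of a sister screen read the other way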
Target sequence (P11712 whole entry, looked up): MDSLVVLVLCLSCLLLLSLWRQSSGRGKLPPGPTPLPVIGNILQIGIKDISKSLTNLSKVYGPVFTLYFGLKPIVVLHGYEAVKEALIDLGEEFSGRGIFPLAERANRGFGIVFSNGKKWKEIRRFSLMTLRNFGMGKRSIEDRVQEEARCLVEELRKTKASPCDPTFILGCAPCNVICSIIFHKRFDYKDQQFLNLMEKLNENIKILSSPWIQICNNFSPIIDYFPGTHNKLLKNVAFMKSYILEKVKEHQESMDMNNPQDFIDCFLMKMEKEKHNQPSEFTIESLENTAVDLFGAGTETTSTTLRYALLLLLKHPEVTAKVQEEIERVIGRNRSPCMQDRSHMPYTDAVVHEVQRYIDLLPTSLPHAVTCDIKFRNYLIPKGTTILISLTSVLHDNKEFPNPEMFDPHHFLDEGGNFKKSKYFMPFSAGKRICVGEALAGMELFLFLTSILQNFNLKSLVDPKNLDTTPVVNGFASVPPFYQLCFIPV
CYP2C19 inhib: blocks human cytochrome P450 2C19; inhibition, % at 5 µM; P33261; 96,000 compounds, 21% hits; CYP2C19 Supersomes, luciferin-H EGE luminescence, 30 min;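 active = CYP2C19 inhibition above a set limit at 5 µM in the primary screen, cut at about 50% in these data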;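 note: plate controls were negative control wells for no effect and 2.5 mM tranylcypromine positive control for full effect; values of inactives mirror those of a sister screen read the other way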
Calb biofilm kill: kills Candida albicans biofilms. 85,000 compounds, 0.14% hits. inhibition, % at 6 µM. C. albicans biofilm + clotrimazole, Alamar Blue. AID 834;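 active = inhibition above 20%; inactive = inhibition below 20%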;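 note: preformed 24 hr biofilms exposed to compound for 48 hr; 0% = biofilm without compound and 100% = blank killed by clotrimazole plus chlorhexidine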
VCAM1 TNFa inh: reduces TNF alpha induced VCAM1 expression in HUVEC | 95,000 compounds, 0.48% hits | HUVEC TNFa-induced VCAM-1 immunofluorescence, high-content imaging | inhibition, % at 2 µM;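 active = inhibition above the batch mean plus 3 SD, with images confirmed as a hit by eye, cut at about 37% in these data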;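 note: 0% = TNF-stimulated DMSO wells and 100% = unstimulated control wells; not every result past the cut was called active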
CYP2C9 inhib: blocks human cytochrome P450 2C9. P11712. CYP2C9 Supersomes, luciferin-H conversion, luminescence. inhibition, % at 5 µM. 96,000 compounds, 20% hits. AID 777;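 active = blocking of liver enzyme CYP2C9 beyond about 50% at 5 µM, limit read from the data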; note: values of inactives mirror those of a sister screen read the other way
hDAT+cocaine: modulates human dopamine transporter uptake under cocaine; LLC-PK1 hDAT cells, [14C]-dopamine uptake with cocaine IC80; actives deviate in either direction; Q01959; B-score at 10 µM; AID 449768; 110,000 compounds, 1.3% hits;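 active = Z score or B-score, a plate-position-corrected score, falls beyond the plate's 99.7% confidence bounds, in either direction; inactive = both scores lie inside the 99.7% bounds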;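 note: scored against the spread of the other compound wells on the same plate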
Target sequence (Q01959 whole entry, looked up): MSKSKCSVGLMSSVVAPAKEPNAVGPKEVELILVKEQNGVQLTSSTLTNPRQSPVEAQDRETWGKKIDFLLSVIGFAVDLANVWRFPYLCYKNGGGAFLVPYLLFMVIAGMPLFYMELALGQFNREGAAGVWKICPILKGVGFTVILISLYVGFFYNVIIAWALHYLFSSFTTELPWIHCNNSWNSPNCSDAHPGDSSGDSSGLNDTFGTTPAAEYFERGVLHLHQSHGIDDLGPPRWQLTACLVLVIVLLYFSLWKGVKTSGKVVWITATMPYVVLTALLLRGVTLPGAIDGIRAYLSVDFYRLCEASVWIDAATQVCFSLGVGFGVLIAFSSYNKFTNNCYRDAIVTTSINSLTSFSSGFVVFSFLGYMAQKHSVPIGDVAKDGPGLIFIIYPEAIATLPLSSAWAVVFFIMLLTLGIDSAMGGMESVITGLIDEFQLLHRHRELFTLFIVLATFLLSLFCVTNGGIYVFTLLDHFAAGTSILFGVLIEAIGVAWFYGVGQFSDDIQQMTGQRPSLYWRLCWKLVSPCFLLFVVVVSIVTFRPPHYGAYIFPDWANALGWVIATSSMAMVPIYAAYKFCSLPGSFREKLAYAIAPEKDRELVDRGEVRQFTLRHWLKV
CYP2C19 activ: cytochrome P450 2C19 (human) activation; recombinant CYP2C19, luciferin-H EGE luminescence; stronger effect = higher value; 0 = fully inhibited enzyme, 1 = untreated enzyme; activation factor at 5 µM; 96,000 tested, under 10 active; AID 1025;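 active = activation factor of at least 2 at 5 µM in the primary screen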;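 note: 0 = wells with 2.5 mM tranylcypromine and 1 = vehicle-only wells; values of inactives mirror those of a sister screen read the other way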
Numbers without * were called inactive; nt = not tested or not shown.

SMILES	HUVEC tox IL1B	TNFa cytotox	CYP2C9 act	CYP2C19 inhib	Calb biofilm kill	VCAM1 TNFa inh	CYP2C9 inhib	hDAT+cocaine	CYP2C19 activ
CCc1noc(C)c1C(=O)NCCc1ccc(OC)c(OC)c1	nt	nt	0.9	12	0	nt	7	-0.022	0.9
O=C1c2ccccc2NC(c2ccccc2)N1/N=C/c1ccccc1 (stereo unspecified)	-19	-7	0.1	34	nt	17	87*	-0.05	0.7
CCCCCCSc1nnc(-c2cnn(-c3ccccc3)c2-n2cccc2)n1C	-8	-11	0.4	47	2	0	61*	0.95	0.5
COc1ccc2cc(CN(CC3CCCO3)S(=O)(=O)c3ccccc3)c(=O)[nH]c2c1 (stereo unspecified)	-17	-16	0.1	-17	5	6	86*	1.5	1.2
CC1CCCCC1NC(=O)c1ccc(S(=O)(=O)N2CCCC2)cc1 (stereo unspecified)	-14	-14	0.8	6	7	15	20	0.2	0.9
N#CC1=C(N)SC(N)=C(C#N)C1Cc1ccccc1	3	-1	0.7	46	4	31	34	-2.2	0.5
O=C(CSc1nnc(-c2cccc(Cl)c2)o1)Nc1ccc2c(c1)OCCO2	0	-4	nt	nt	8	41	nt	0.22	nt
O=C(Nc1cccc(F)c1)C1CCCN1S(=O)(=O)c1cccc2cccnc12 (stereo unspecified)	-6	-45	0.2	80*	3	-1	81*	-0.29	0.2
CCn1c(=O)cc(O)c2ccccc21	-4	-32	1.2	-18	5	5	-19	-0.21	1.2
CSc1cccc(NC(=O)CN(c2cc(C)ccc2C)S(C)(=O)=O)c1	-10	-14	0.4	85*	5	16	56*	1.1	0.2
O=C(Cc1cccc2ccccc12)NCC1CCCO1 (stereo unspecified)	-1	7	1.1	32	5	28	-10	-0.46	0.7
O=C(CN1CCN(c2ccccc2F)CC1)c1ccc2cc[nH]c2c1	1	-25	0.7	24	9	18	31	nt	0.8
O=C(Cc1ccc(S(=O)(=O)N2CCOCC2)s1)Nc1ccc2c(c1)CCC2	-3	9	0.9	8	0	-3	13	1.1	0.9
Cn1c(=O)oc2cc(S(=O)(=O)N3CCC(C(=O)NCc4cccs4)CC3)ccc21	4	-13	1.7	-14	6	7	-73	-0.4	1.1
Cn1c(-c2ccc(F)cc2)cnc1NCc1ccc(C#N)cc1	-31	-41	0.4	64*	7	-10	57*	-0.13	0.4
c1ccc(CCNc2c3c(nc4ncnn24)CCC3)cc1	nt	-10	0.8	14	3	-1	24	0.45	0.9
CN1Cc2sc(N)c(C#N)c2CC1(C)C	-4	14	0.9	-2	1	7	8	0.089	1
CCOc1cc(C(=O)N2CCc3cc(OC)c(OC)cc3C2)ccc1OC(F)F	40	31	0.7	52*	nt	9	31	0.8	0.5
CCCC(=O)NCCc1cc2ccc(OC)cc2[nH]c1=O	-27	-13	0.9	7	-7	0	6	-1.3	0.9
CCOC(=O)Cn1cc(C(=O)OC)c2ccccc21	-3	22	0.6	54*	7	-4	35	0.27	0.5
N#Cc1c(N)nc2c(c1-c1ccccc1)CCCC2	nt	nt	1.2	14	4	nt	-25	-0.59	0.9
Cc1ccc(NC(=O)CCNS(=O)(=O)c2ccc3c(c2)oc(=O)n3C)cc1	6	-16	1	4	6	9	4	-0.3	1
O=C(O)c1ccc(CSc2ncn[nH]2)cc1	-1	-5	1	10	4	5	-3	-0.41	0.9
O=C(O)C1CCCN1S(=O)(=O)c1ccc(Br)s1 (stereo unspecified) (tested in a mixture with another compound)	-8	-12	1.1	59*	6	-10	-13	-0.12	0.4
Cc1ccc2nc(-c3cc(N)cc(N)c3)oc2c1	-4	10	1.1	-6	2	-14	-11	1.1	1.1
SMILES	HUVEC tox IL1B	TNFa cytotox	CYP2C9 act	CYP2C19 inhib	Calb biofilm kill	VCAM1 TNFa inh	CYP2C9 inhib	hDAT+cocaine	CYP2C19 activ
CC(C)C1C(C#N)=C(N)Oc2n[nH]c(-c3ccccc3)c21 (stereo unspecified)	-1	7	nt	nt	8	-4	nt	-0.14	nt
CCOC(=O)Nc1nc(-c2ccccc2)c(C(=O)c2ccc(Cl)cc2)s1	48	4	0.4	73*	nt	-12	64*	-0.29	0.3
O=c1c2ccccc2nnn1CSc1nnc(C2COc3ccccc3O2)n1-c1ccccc1 (stereo unspecified)	nt	nt	0.1	87*	5	nt	90*	0.97	0.1
Nc1cc(=O)[nH]c(SCC(=O)Nc2ccc(Br)cc2)n1	-10	-29	0.9	12	8	-36	14	-0.054	0.9
CC(C)=C1C(=O)NN(c2ccc(F)c(Cl)c2)C1=O	4	-14	1	-4	nt	-2	-2	-2.2	1
CS(=O)(=O)N(Cc1ccccc1)c1ccc(C(=O)N2CCc3ccccc3C2)cc1	-10	2	0.4	46	2	-5	63*	-1.9	0.5
CC(C)(C(=O)c1ccccc1)/[N+]([O-])=C/c1ccc(Br)cc1	-3	-3	nt	nt	nt	0	nt	0.93	nt
CO/N=C(/CS(=O)(=O)c1ccc(Br)cc1)c1ccc(OC)cc1	nt	-14	0.1	100*	9	6	92*	0.28	0
CC(=O)Nc1cccc(OC(=O)c2ccoc2C)c1	8	-2	1.2	-11	0	21	-17	0.085	1.1
Cc1ccc(-n2c(C)cc(/C=N/NC(=O)c3ccncc3)c2C)cc1	-30	-1	0.9	18	nt	20	8	-0.028	0.8
COc1cc(CNn2nnnc2N)ccc1OCc1c(Cl)cccc1Cl	1	11	0.8	62*	4	-9	19	-0.69	0.4
CCOC(=O)COc1c(C=O)cc(Br)cc1OC	-50	12	2*	56*	nt	1	-98	-0.34	0.4
O=C(c1c(F)cccc1F)N1CCN(c2ncccn2)CC1	17	0	0.3	23	2	-8	65*	-0.11	0.8
O=C(Cc1cccs1)N1CCCC(c2nc3c(nnn3Cc3cccc(Cl)c3)c(=O)[nH]2)C1 (stereo unspecified)	-23	-11	0	66*	6	10	96*	2.3*	0.3
N#Cc1c(N)nc(SCc2ccccn2)c(C#N)c1-c1cccs1	-5	8	1	-15	5	-4	1	0.072	1.1
CCCOc1ccc(C2/C(=C(/O)c3ccc(F)cc3)C(=O)C(=O)N2CCCN(C)C)cc1 (stereo unspecified)	-34	-30	1.1	-11	5	8	-8	0.68	1.1
O=C(c1cc2ccccc2o1)N1CCN=C1SCc1cccnc1	4	-6	0.5	30	7	-11	52*	-0.26	0.7
CCCCOCCCNC(=O)N[C@H](C(=O)OC)C(C)C	-11	-22	1	8	4	-4	-1	-0.71	0.9
COC(=O)Nc1ccc(S(=O)(=O)N(C)C)cc1	20	-16	1.2	-21	5	-6	-20	-2.8*	1.2
O=C(NCCCO)C12CC3CC(CC(C3)C1)C2	-25	-35	nt	nt	0	2	nt	0.059	nt
CCc1nc2nc(C)cc(Nc3cccc(C(F)(F)F)c3)n2n1	nt	nt	0.5	11	3	nt	48	0.83	0.9
O=C(Nc1ccc2c(c1)nc1n2CCOC1)c1ccccc1	4	-13	1	-1	6	-1	0	-0.91	1
COc1ccc(N/N=C2/CCCCC2=O)cc1	11	1	1.1	3	5	36	-11	-0.037	1
Cc1ccc(-n2c3c(cc(C(=O)NCCCN4CCOCC4)c2=O)C(=O)CC(C)(C)C3)cc1	nt	nt	0.8	14	-6	nt	17	0.65	0.9
COc1cc(S(=O)(=O)NCC2CCCO2)c(OC)cc1Cl (stereo unspecified)	-15	-15	1	66*	7	15	2	-1.1	0.3

Fetched one by one from above:
SMILES	HUVEC tox IL1B	TNFa cytotox	CYP2C9 act	CYP2C19 inhib	Calb biofilm kill	VCAM1 TNFa inh	CYP2C9 inhib	hDAT+cocaine	CYP2C19 activ
CC(C)(C(=O)c1ccccc1)/[N+]([O-])=C/c1ccc(Br)cc1	-3	-3	nt	nt	nt	0	nt	0.93	nt
O=C(NCCCO)C12CC3CC(CC(C3)C1)C2	-25	-35	nt	nt	0	2	nt	0.059	nt
Nc1cc(=O)[nH]c(SCC(=O)Nc2ccc(Br)cc2)n1	-10	-29	0.9	12	8	-36	14	-0.054	0.9

(next part)
SMILES	HUVEC tox IL1B	TNFa cytotox	CYP2C9 act	CYP2C19 inhib	Calb biofilm kill	VCAM1 TNFa inh	CYP2C9 inhib	hDAT+cocaine	CYP2C19 activ
O=C(NCc1ccco1)C(c1ccccc1F)N(CC1CCCO1)C(=O)Cn1nnc2ccccc21 (stereo unspecified)	nt	nt	0.9	2	6	nt	12	-0.096	1
O=C(NCc1ccc(Cl)cc1)c1ccc(Cl)cc1[N+](=O)[O-]	-12	-7	1.2	27	nt	7	-24	0.17	0.7
COC(=O)C(C)(C(=O)OC)c1ccc([N+](=O)[O-])cn1	-26	-2	1	6	nt	5	-5	-0.74	0.9
O=C(Nc1nnc(SCc2ccccc2Cl)s1)C1COc2ccccc2O1 (stereo unspecified)	-2	-26	0.5	10	nt	-20	55*	-2.1	0.9
Cc1nc2cc(N3CCCCC3)c(NC(=O)c3ccncc3)cc2c(=O)n1Cc1ccc(Cl)cc1	-15	16	0.3	48	nt	18	74*	nt	0.5
Cc1ccc(-n2cccc2/C=N/n2cnnc2)cc1Cl	-16	35	0.9	41	-4	7	13	0.5	0.6
COc1c(Cl)cc(Cl)cc1CNCCNCC(C)O (stereo unspecified)	12	-11	1	10	nt	8	1	0.31	0.9
CCC(=NCc1ccco1)c1c(C(F)(F)F)[nH]n(-c2nc3ccccc3s2)c1=O	6	-11	0.3	64*	4	-2	70*	0.73	0.4
CCOc1c(C(N)=O)c(-c2ccccc2)c2c(=O)[nH]c3ccccc3n12	12	-33	0.8	13	3	6	19	-0.93	0.9
Cn1nccc1C(=O)Nc1ccc(Cl)cc1	-40	-52	0.9	21	2	12	9	-0.44	0.8
O=C(c1ccco1)[C@@H]1[C@@H]2C(=O)N(c3ccccc3)C(=O)[C@@H]2C2c3ccccc3C=CN21 (stereo partly specified)	1	4	0.8	-7	nt	12	22	-0.023	1.1
O=C1CSC(c2ccc(Cl)cc2)N1C1CCCCC1 (stereo unspecified)	-148	-9	0.6	23	3	1	36	-0.26	0.8
O=C(Cn1cnc2sc(-c3ccccc3)cc2c1=O)NCCc1ccccc1	-6	-7	0.6	36	4	11	39	nt	0.6
CC(NC(=O)Cc1cccs1)C(c1cccs1)N1CCN(c2ccccc2)CC1 (stereo unspecified)	-2	-31	nt	nt	6	1	nt	-0.026	nt
Cc1nn(C(C)C(=O)NCC2CCCO2)c(=O)c2cc3occc3n12 (stereo unspecified)	nt	nt	1.1	3	nt	nt	-14	nt	1
Cc1ccccc1C(=O)Nc1nncs1	18	-6	1	7	2	7	4	-0.57	0.9
Cc1ccnc2c(N3C(=O)C4C5C=CC(C5)C4(C)C3=O)cccc12 (stereo unspecified)	-6	-17	0.9	9	-1	17	14	-0.98	0.9
COc1ccccc1/C=C/CN1CC(C)OC(C)C1 (stereo unspecified)	13	4	1.3	11	9	4	-30	-0.19	0.9
CCC(C)N(C(=O)c1csnn1)C(C(=O)NCc1ccc(F)cc1)c1ccco1 (stereo unspecified)	-39	3	1.2	16	-9	-3	-22	-0.028	0.8
CN(CC(=O)O/N=C(\N)c1ccc([N+](=O)[O-])cc1)S(=O)(=O)c1ccc2ccccc2c1	-8	-4	2.3*	10	1	0	-133	nt	0.9
Nc1nc(CN2CCN(c3ccccc3F)CC2)nc(Nc2ccc3c(c2)OCCO3)n1	30	-11	0.8	22	6	-1	21	0.88	0.8
O=C(NCc1ccco1)C1CCN(C(=O)c2cc3sccc3n2Cc2ccc(Cl)cc2)CC1	18	23	0.2	65*	2	-16	77*	-1.7	0.4
O=C(CSc1ccc2c(c1)OCCO2)NC(=O)NC1CCCC1	nt	nt	0.3	94*	4	nt	72*	-0.1	0.1
CCOC(=O)c1ccc2c(c1)N(CC(=O)N1CCCCC1)C(=O)C(C)(C)O2	-6	-8	nt	nt	5	-2	nt	0.0019	nt

Not a hit list, and some 29% of all compounds hit somewhere here.
